# KCNH2 3.1 inh: blocks the human KCNH2 3.1 channel isoform; U2OS KCNH2 3.1, thallium flux FluxOr; stronger effect = lower value; activity change, % (tested at about 1.8 µM); actives 0.95% (n = 340,000); AID 720553;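 active = maximum activity change below -70%; inconclusive = maximum activity change from -70% to -50%; inactive = maximum activity change above -50%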;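 also: thallium influx rate constant from kinetic fluorescence after stimulation buffer; % is scaled to controls: 0 for no effect and ±100 for the full control effect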
#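 Kinetic fluorescence (2 min after stimulation buffer) measures Tl+ influx through KCNH2 3.1 expressed by viral transduction in U2OS cells; the rate constant is normalized against DMSO controls serving as positive and negative references.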
# PKM2 act: activators of human pyruvate kinase M2; P14618; purified PKM2, Kinase-Glo ATP luminescence, activation; response scale: 0% is enzyme alone, no compound; Potency, µM (series often up to 57.5 µM), inactives show at the highest dose activation, hits mostly activators; actives 0.34% (n = 260,000); also: potency is read from the fitted curve at half-maximal effect; % is scaled to controls: 0 for no effect and ±100 for the full control effect; nearly all actives have a fitted effect of over 55% in size
# Target sequence (P14618 whole entry, looked up): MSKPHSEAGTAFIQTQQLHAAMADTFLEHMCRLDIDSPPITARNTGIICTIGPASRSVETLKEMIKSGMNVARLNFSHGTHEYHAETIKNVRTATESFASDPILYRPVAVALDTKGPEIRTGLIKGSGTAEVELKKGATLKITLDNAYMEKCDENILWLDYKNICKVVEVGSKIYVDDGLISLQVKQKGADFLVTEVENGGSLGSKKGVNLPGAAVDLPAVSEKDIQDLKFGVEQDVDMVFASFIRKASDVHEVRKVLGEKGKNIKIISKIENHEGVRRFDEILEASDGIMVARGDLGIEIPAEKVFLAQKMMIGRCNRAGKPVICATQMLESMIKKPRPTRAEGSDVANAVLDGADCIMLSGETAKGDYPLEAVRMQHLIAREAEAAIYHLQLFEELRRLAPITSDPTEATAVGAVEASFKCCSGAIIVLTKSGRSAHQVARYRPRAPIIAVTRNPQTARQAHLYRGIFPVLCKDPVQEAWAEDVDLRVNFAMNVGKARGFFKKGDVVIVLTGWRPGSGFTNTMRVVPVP
#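 hPK-M2, >95% pure; 0.1 mM ADP / 0.5 mM PEP final; imidazole pH7.2 buffer w/ 7 mM MgCl2, 50 mM KCl; 1 h RT; Kinase-Glo lum. Intermediate enzyme activity for dual inhibitor/activator qHTS.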
# Menin MLL FP TR: displaces Texas Red mutant MLL peptide from human menin; Potency, µM (series often up to 61.6 µM), inactives show top-dose FP activity change, negative = inhibition, most hits filed as inhibitors; actives 0.23% (n = 270,000); Menin + Texas Red MLL mutant peptide, fluorescence polarization; active = well fitted inhibition curve with a large enough effect in the polarisation, with a control signal flat, not every such curve was filed as active; inconclusive = small, poorly fitted or top-dose-only effect, or effect the other way, or a change in a side signal; inactive = no such curve, though single readings can be large or run the other way; the % refers to the polarisation; also: potency is read from the fitted curve at half-maximal effect; % of control where 0% means no effect; many of its hits are not listed in these tables
# Gal4-VP16 FLuc: counter-screen for ROR gamma inhibitors: Gal4-VP16 reporter; Potency, µM (highest dose often 53.6 µM), inactives show at the top dose activity, negative = inhibition, hits mostly inhibitors; Drosophila S2 Gal4-VP16 UAS-luciferase, luminescence, 20 h; AID 2546; actives 3.5% (n = 310,000);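 also: Gal4-VP16 expression switched on by copper sulfate through the metallothionein promoter; potency is read from the fitted curve at half-maximal effect; % is scaled to controls: 0 for no effect and ±100 for the full control effect; nearly all actives have a fitted effect of over 50% in size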
# FLuc counter: inhibits or activates purified firefly luciferase, miR-21 counter-screen; actives 6.9% (n = 360,000); Potency, µM (series often up to 57.5 µM), inactives show at the highest dose activity change, negative = inhibition, most hits filed as inhibitors; P08659; AID 588342; purified FLuc, Km substrates, luminescence inhibition;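 also: potency is read from the fitted curve at half-maximal effect; plate controls were vehicle for no effect and reference inhibitor for full effect; nearly all actives have a fitted effect of over 55% in size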
#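 Purified P. pyralis luciferase (10nM final) with 10uM D-luciferin and 10uM ATP (Km levels) in 50mM Tris acetate pH 7.5, 10mM Mg acetate, 0.01% Tween-20, 0.05% BSA; qHTS 6-point titration, ~60 µM downward; luminescence read.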
# ELG1 repair inh: inhibitors of ELG1-dependent DNA repair in HEK293T cells. Potency, µM (doses to about 46.1 µM), for inactives: top-dose activity change, negative = inhibition, actives largely listed as inhibitors. actives 2.3% (n = 330,000). AID 504467. HEK293T ELG1-luciferase reporter, luminescence, 16 h; DNA damage induced by 5-fluorouridine; also: potency is read from the fitted curve at half-maximal effect; % is scaled to controls: 0 for no effect and ±100 for the full control effect; nearly all actives have a fitted effect of over 55% in size
#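 HEK293T cells expressing luciferase-tagged ELG1 (2,000/well) received 5-Fluorouridine plus compound or DMSO for 16 hr at 37 °C. Luciferase was read by ONE-Glo luminescence after 30 min at room temperature.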
# NPC1 prom act: NPC1 promoter activation; Potency, µM (titrated, usually from 9.22 µM), for inactives: at the top dose activation, usual class: activators; actives 2.4% (n = 320,000); Huh7 NPC1 promoter luciferase reporter, 24 h;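 also: potency is read from the fitted curve at half-maximal effect; % of control where 0% means no effect; nearly all actives have a fitted effect of over 60% in size; reporter is driven by a mutant NPC1 promoter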
#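 Stably transfected Huh7 (NPC1 promoter→luciferase), 1500 cells/well in Opti-MEM + 10% FBS, 2 h settle, then compound 24 h at 37 °C. Luminescence after 10 min with Amplite reagent.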
# Mito fusion yeast: mitochondrial division inhibition or fusion activation; S. cerevisiae fusion-defective mutant growth rescue, CellTiterGlo 48 h; Potency, µM (top dose mostly 46.1 µM), for inactives: top-dose growth rescue (activation), most hits filed as activators; actives 0.23% (n = 320,000);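 also: potency is read from the fitted curve at half-maximal effect; % of control where 0% means no effect; nearly all actives have a fitted effect of over 45% in size; temperature-sensitive fusion mutants such as fzo1-1 at 37 °C on non-fermentable ethanol glycerol medium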
#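 Compounds are tested for their ability to restore growth of mitochondrial fusion-defective yeast strains at non-permissive 37C in YPEG medium over 48 hours. Viability is quantified by luciferase luminescence.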
# Rab9 promoter act: activators of Rab9 promoter; Huh7 Rab9 promoter-luciferase reporter, luminescence, 24 h; actives 2.8% (n = 320,000); Potency, µM (series often up to 9.22 µM), for inactives: at the highest dose activation, negative = inhibition, hits mostly activators; also: potency is read from the fitted curve at half-maximal effect; % of control where 0% means no effect; nearly all actives have a fitted effect of over 60% in size
#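 Luminescence read-out: Huh7 cells stably expressing Rab9-luciferase, treated 24 h with compound at 37 °C, then lysed with luciferase reagent for 10 min at ambient before reading.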
# MBNL1 CUG block: MBNL1-poly(CUG) RNA binding inhibition; Q9NR56; TR-FRET MBNL1-His/biotin-(CUG)12 binding, 665/545 ratio; Potency, µM (titrated, usually from 57.5 µM), for inactives: at the highest dose activity change, negative = inhibition, usual class: inhibitors; actives 0.036% (n = 280,000); active = well fitted inhibition curve with a large enough effect in the signal ratio, with a control signal flat, not every such curve was filed as active; inconclusive = small, poorly fitted or top-dose-only effect, or effect the other way, or a change in a side signal; inactive = no such curve, though single readings can be large or run the other way; the % refers to the signal ratio; also: potency is read from the fitted curve at half-maximal effect; % is scaled to controls: 0 for no effect and ±100 for the full control effect
# Target sequence (Q9NR56 whole entry, looked up): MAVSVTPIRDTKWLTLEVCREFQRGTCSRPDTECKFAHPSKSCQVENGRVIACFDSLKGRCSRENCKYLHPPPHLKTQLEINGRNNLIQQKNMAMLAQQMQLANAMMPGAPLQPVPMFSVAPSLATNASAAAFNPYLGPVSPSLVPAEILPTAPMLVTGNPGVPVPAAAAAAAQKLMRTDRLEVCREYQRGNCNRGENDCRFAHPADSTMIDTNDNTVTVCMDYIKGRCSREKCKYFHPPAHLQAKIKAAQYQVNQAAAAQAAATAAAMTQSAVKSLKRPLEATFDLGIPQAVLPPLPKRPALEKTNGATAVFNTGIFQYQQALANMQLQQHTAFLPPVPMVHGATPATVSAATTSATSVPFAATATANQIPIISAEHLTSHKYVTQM
#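 Compound titration spanned 92 nM–58 uM against the MBNL1-His/biotin-(CUG)12 complex. After 60 min at room temperature with 5 nM streptavidin-XL665 and 0.055 ng/ul terbium anti-His, ratiometric 665/545 nm emission (Ex 340 nm) normalized to controls.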
# RORgamma inh: blocks mouse ROR gamma transcriptional activity; Potency, µM (highest dose often 53.6 µM), inactives show at the highest dose activity change, negative = inhibition, usual class: inhibitors; Drosophila S2 Gal4-RORgamma UAS-luciferase reporter, 20 h; actives 5.4% (n = 310,000); also: potency is read from the fitted curve at half-maximal effect; % is scaled to controls: 0 for no effect and ±100 for the full control effect; nearly all actives have a fitted effect of over 60% in size
#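 Schneider cells (Drosophila), stable Gal4 DBD–ROR gamma + UAS-luc; 1 hr cmpd preincubation; Cu2+ induction 700 uM final; 20 hr ambient; luminescence.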
# An asterisk follows results filed as active; ? = inconclusive; . = not tested or not shown; [ ] = remark or other dose. Unless noted, calls follow the shape of the dose curve; as a rule, active = well fitted curve in the direction sought with a large enough effect; inconclusive = small, poorly fitted or top-dose-only effect, or another doubt; inactive = no such curve, though single readings can be large; an effect the other way counts as inactive or inconclusive.
item	SMILES	KCNH2 3.1 inh	PKM2 act	Menin MLL FP TR	Gal4-VP16 FLuc	FLuc counter	ELG1 repair inh	NPC1 prom act	Mito fusion yeast	Rab9 promoter act	MBNL1 CUG block	RORgamma inh
1	Cc1cc(Nc2ccccc2)n(-c2ccccc2)n1	-2	-13%	-11%	11%	1%	?	-6%	-1%	-1%	3%	-6%
2	COc1ccccc1CN1CC(C(=O)NCCn2nc(C)cc2C)CCC1=O (stereo not given)	-9	0%	.	2%	-1%	7%	2%	0%	2%	0%	-1%
3	CCCOC(=O)c1ccc(NC(=O)c2cc(Cl)ccc2OC)cc1	5	1%	5%	-14%	1%	13%	-8%	2%	-9%	27%	45%
4	CCOC(=O)Cc1nc2ccccc2o1	.	0%	-4%	-4%	0%	?	1%	0%	-1%	-5%	13%
5	COc1ccc(C2/C(=C(/O)c3ccc4c(c3)CC(C)O4)C(=O)C(=O)N2CCCN2CCOCC2)cc1 (stereo not given)	0	.	-2%	5%	3%	14%	2%	2%	-1%	2%	-24%
6	COc1ccc(C(=O)N2CCCN(C)CC2)cc1S(=O)(=O)N(C)Cc1ccccc1	6	.	.	.	-2%	0%	-8%	2%	-4%	.	.
7	O=C(CS(=O)(=O)Cc1ccccc1)Nc1nc2c(s1)CCCC2	0	2%	17%	15%	1%	1%	1%	-4%	5%	-4%	31%
8	N#Cc1ccc(OCC(=O)Nc2cccc(S(=O)(=O)NC3=NCCCCC3)c2)cc1	18	.	.	.	?	4%	-2%	-7%	-1%	.	.
9	NS(=O)(=O)c1cc(C(=O)OCC(=O)NC2CCCCCCC2)ccc1Cl	7	.	.	.	-3%	10%	0%	-6%	0%	.	.
10	CC(=O)n1cc([C@@H]2C=C(C(=O)N3CCN(Cc4ccc5c(c4)OCO5)CC3)O[C@H](OCc3ccc(CO)cc3)C2)c2ccccc21	-2	0%	9%	-5%	0%	?	-4%	6%	-1%	-23%	-5%
11	Cc1ccc(-c2nc3ccccc3n2C)o1	6	-71%	4%	?	5.4µM*	?	1.6µM*	-9%	1.1µM*	-3%	11µM*
12	NC(=O)c1nsnc1-c1ccccc1O	-1	6%	3%	11%	-1%	10%	2%	?	?	-29%	22µM*
13	COc1cccc(NC(=O)CN(C)C(=O)c2c(-c3c(F)cccc3Cl)noc2C)c1	4	.	.	.	4%	-13%	3%	-1%	0%	.	.
14	O=C(NCCCN1CCOCC1)C1CCN(S(=O)(=O)c2cccc(C(F)(F)F)c2)CC1	-7	.	.	.	5%	0%	-1%	1%	-5%	.	.
15	Cc1oc(-c2ccccc2Cl)nc1CS(=O)(=O)CC(=O)NC1CCCC1	-10	1%	-25%	-2%	7%	-5%	-6%	3%	0%	-2%	32%

# Full records, looked up by structure:
# CCOC(=O)Cc1nc2ccccc2o1 reads KCNH2 3.1 inh = .; PKM2 act = 0%; Menin MLL FP TR = -4%; Gal4-VP16 FLuc = -4%; FLuc counter = 0%; ELG1 repair inh = ?; NPC1 prom act = 1%; Mito fusion yeast = 0%; Rab9 promoter act = -1%; MBNL1 CUG block = -5%; RORgamma inh = 13%
# Cc1ccc(-c2nc3ccccc3n2C)o1 reads KCNH2 3.1 inh = 6; PKM2 act = -71%; Menin MLL FP TR = 4%; Gal4-VP16 FLuc = ?; FLuc counter = 5.4µM*; ELG1 repair inh = ?; NPC1 prom act = 1.6µM*; Mito fusion yeast = -9%; Rab9 promoter act = 1.1µM*; MBNL1 CUG block = -3%; RORgamma inh = 11µM*
# COc1cccc(NC(=O)CN(C)C(=O)c2c(-c3c(F)cccc3Cl)noc2C)c1 reads KCNH2 3.1 inh = 4; PKM2 act = .; Menin MLL FP TR = .; Gal4-VP16 FLuc = .; FLuc counter = 4%; ELG1 repair inh = -13%; NPC1 prom act = 3%; Mito fusion yeast = -1%; Rab9 promoter act = 0%; MBNL1 CUG block = .; RORgamma inh = .

# (continued)
item	SMILES	KCNH2 3.1 inh	PKM2 act	Menin MLL FP TR	Gal4-VP16 FLuc	FLuc counter	ELG1 repair inh	NPC1 prom act	Mito fusion yeast	Rab9 promoter act	MBNL1 CUG block	RORgamma inh
16	Cc1cccc(NC(=O)c2ccccc2-c2ccccc2)c1	1	2%	-2%	-1%	1%	2%	-7%	-1%	-8%	-8%	1%
17	COc1ccc(C(=O)CCC(=O)Nc2ccc(N3CCN(C)CC3)cc2)cc1OC	12	.	.	.	-14%	3%	-3%	-3%	-3%	.	.
18	CC1CCN(S(=O)(=O)c2ccc3c(c2)c(=O)c(C(=O)NCc2cccs2)cn3C)CC1	-23	1%	0%	-2%	5%	0%	-3%	-3%	-7%	-14%	-1%
19	Cc1nn(Cc2cccc(C(=O)NC3CCCCC3)c2)c(C)c1Cl	1	-4%	?	2%	-7%	?	0%	-1%	-2%	5%	6%
20	COc1ccccc1/C=N/OCc1cc(C(C)=O)ccc1OC	-2	.	?	-16%	-7%	-17%	-3%	4%	-1%[1.84 µM]	1%	13%
21	Cc1cc(C)c(C)c(S(=O)(=O)N[C@@H](C)C(=O)OCc2cc(=O)n3cc(Br)ccc3n2)c1C	.	8%	4%	-8%	11%	11%	-1%	21%	-5%	?	29%
22	Cc1nnsc1C(=O)NNC(=O)Nc1ccccc1	10	-27%	12%	-19%	-13%	11%	-3%	-6%	-3%	0%	-23%
23	COc1cccc(CNC(=O)CSCc2cnn(-c3ccccc3)c2-n2cccc2)c1OC	5	2%	-5%	-3%	-1%	?	3%	2%	0%	-11%	8%
24	CCOC(=O)N1CCN(CCc2ccccc2)CC1	9	-5%	-6%	-7%	-2%	1%	-2%	2%	-1%	1%	11%
25	Cc1ccccc1C(=O)N1CCN(C(c2ccccc2)c2ccccc2)CC1	-19	3%	.	6%	-2%	?	2%	23%	-2%	3%	1%
26	O=C(CSc1ccccc1)Nc1cccc(S(=O)(=O)N2CCCCC2)c1	14	.	.	.	?	1%	1%	6%	-1%	.	.
27	CC1=C(C(=O)OC(C)C)C(c2ccccc2Cl)CC(=O)N1 (stereo not given)	-13	-19%	-1%	-25%	-12%	0%	-1%	30%	-4%	-5%	-5%
28	Cc1ccc(NC(=O)c2ccco2)c(NC(=O)C2CCCO2)c1 (stereo not given)	-10	-14%	1%	-2%	-2%	10%	1%	3%	2%	-5%	4%
29	Cc1noc(C)c1CSc1nnc(-c2cccnc2)n1C1CCCCC1C (stereo not given)	5	-1%	2%	-6%	7%	17%	-5%	-5%	-1%	-1%	-27%
30	O=C(CC(C(=O)O)c1ccc(Cl)cc1Cl)c1ccc(Cl)cc1 (stereo not given)	-7	.	24%	-4%	-12%	11%	2%	21%	-3%	0%	-9%
31	COc1ccc(OC)c(S(=O)(=O)N2Cc3ccccc3CC2C(=O)O)c1 (stereo not given)	-2	-3%	-10%	1%	3%	-2%	7%	4%	-6%	-16%	7%
32	Cc1cc(NC(=O)C2CCN(S(=O)(=O)c3cnc[nH]3)CC2)ccc1Br	2	1%	0%	6%	0%	?	-3%	-4%	-1%	-2%	4%
33	O=C(NCCC1=CCCCC1)C1CCN(S(=O)(=O)c2ccccc2C(F)(F)F)CC1	-3	.	.	.	-1%	20%	-1%	16%	6%	.	.
34	COc1cc(/C=C/C(=O)OCC(=O)Nc2sc3c(c2C#N)CCC(C)C3)ccc1OCC#N (stereo not given)	0	-5%	?	?	-14%	-3%	5%	-2%	4%	2%	1%
35	COc1cc(/C=C2\C(=N)N3N=C(S(C)(=O)=O)SC3=NC2=O)ccc1OC(=O)c1ccco1	-22	.	?	18%	19µM*	-1%	0%	-16%	2%	16%	2%

# High-throughput results as filed in PubChem BioAssay.

# A portion of the library; the hit share may differ from the screen's.
